# GPR151 ag: activates the human receptor GPR151 | Q8TDV0 | PathHunter beta-arrestin GPR151 cells, luminescence | activation, % at 11.2 µM | 650,000 compounds, 1% hits | AID 1508602; in the data active = activation above about 4.9%;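 also: 0% = median of compound wells and 100% = cells with positive control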
# FBW7 act: activators of human E3 ligase FBW7. Q969H0. AlphaScreen FBW7–phospho-cyclin E peptide binding, activator screen. normalized activity (activation), % at 26.1 µM. 650,000 compounds, 0.13% hits. AID 1259310; in the data active = normalized activity above about 1.9%;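 also: purified mutant Fbw7 with reduced substrate affinity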
# Target sequence (Q969H0 whole entry, looked up): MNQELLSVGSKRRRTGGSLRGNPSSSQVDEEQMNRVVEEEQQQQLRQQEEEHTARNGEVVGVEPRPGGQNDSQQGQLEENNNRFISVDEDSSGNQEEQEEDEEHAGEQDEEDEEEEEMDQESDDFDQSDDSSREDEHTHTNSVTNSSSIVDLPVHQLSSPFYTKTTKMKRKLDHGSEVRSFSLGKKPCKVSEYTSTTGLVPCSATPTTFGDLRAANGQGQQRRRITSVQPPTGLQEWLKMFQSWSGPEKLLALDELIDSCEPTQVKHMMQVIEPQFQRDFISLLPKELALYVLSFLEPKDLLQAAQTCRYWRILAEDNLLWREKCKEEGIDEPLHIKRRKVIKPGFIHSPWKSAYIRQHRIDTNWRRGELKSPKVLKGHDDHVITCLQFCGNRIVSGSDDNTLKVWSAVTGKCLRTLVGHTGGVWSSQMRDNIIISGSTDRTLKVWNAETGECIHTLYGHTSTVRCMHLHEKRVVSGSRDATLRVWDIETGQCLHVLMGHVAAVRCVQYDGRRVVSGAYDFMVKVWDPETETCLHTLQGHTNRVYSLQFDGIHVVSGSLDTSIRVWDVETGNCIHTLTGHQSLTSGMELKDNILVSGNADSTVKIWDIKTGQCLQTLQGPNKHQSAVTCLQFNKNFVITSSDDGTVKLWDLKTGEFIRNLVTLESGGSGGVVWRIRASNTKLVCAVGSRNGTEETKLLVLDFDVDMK
# TEAD-YAP block: TEAD-YAP interaction inhibition; inhibition, % at 9.12 µM; HEK-TIYL cells, TEAD-Gal4/YAP UAS-luciferase luminescence; 640,000 compounds, 1.4% hits; in the data active = inhibition above about 32%;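 also: 0% = median of test compound wells and 100% = reference inhibitor wells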
# MITF inh: human MITF inhibition, primary screen. O75030. AlphaScreen MITF homodimerization, bead proximity signal. inhibition, % at 2.6 µM. 650,000 compounds, 0.91% hits. AID 1259374; in the data active = inhibition above about 50%;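 also: 0% = vehicle wells with protein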
# * hit, by the source's call; . = not tested or not shown.
canonical_smiles,GPR151 ag,FBW7 act,TEAD-YAP block,MITF inh
Cc1nn(C)c(-c2n[nH]c(=S)n2CC(C)C)c1Cl,0.6,-0.1,8,-6
O=C(Cn1nnnc1CN1CCCCCC1)NCCCc1ccccc1,-0.5,0.0,0,-11
Cc1ccc(-c2csc(N(CCCN(C)C)C(=O)c3ccco3)n2)cc1,0.5,0.2,-12,-6
Cc1ccc2cc(CCNC(=O)c3ccco3)c(=O)[nH]c2c1C,-0.3,-0.1,-66,-10
O=C(CCc1nnc(C2CCCCC2)o1)NCc1csc(Cc2ccccc2)n1,1.0,-0.1,13,4
CCOC(=O)c1ccc(-n2nnc(/C=C/C=C/N3CCCC3)n2)cc1,1.8,0.1,-5,-10
CSc1nc(O)c(Cc2ccc(F)cc2)c(=O)[nH]1,-0.4,-0.3,-7,-14
CC1=CC(C)(C)N(C(=O)NC2CCCCC2)c2ccc(C(c3ccccc3)(c3ccccc3)c3ccccc3)cc21,1.5,0.4,2,-4
CC1=NN(c2cccc(C(=O)O)c2)C(=O)/C1=C\c1ccc(-c2ccc([N+](=O)[O-])cc2)o1,-0.6,0.1,5,5
CCOC(=O)c1[nH]c(C)c(C(=O)NCCN(CC)CC)c1C,1.2,0.2,8,12
O=C(Nc1nc(-c2ccccc2)ns1)c1cccc([N+](=O)[O-])c1,-1.1,0.1,6,16
Cc1nnc(NC(=O)COc2ccc(C(=O)c3ccccc3)cc2)s1,-0.8,0.0,2,15
COc1ccc(CN2CCc3nnc(CCNC(=O)C4CCCO4)n3CC2)c2ccccc12 (configuration not stated),0.0,-0.1,-4,-14
CCC(C)(C(=O)NC1CCCCC1)N(Cc1ccco1)C(=O)c1ccccn1 (configuration not stated),-1.2,-0.1,3,3
Cc1cccc(N2C(=O)/C(=C/c3ccc(-c4ccc([N+](=O)[O-])cc4)o3)C=C2c2ccccc2)c1,-0.6,0.3,-5,17
O=C(Cn1cc([N+](=O)[O-])cn1)Nc1nc2ccccc2s1,1.0,-0.1,4,10
COc1cccc(NC(=O)CN(C2=NC3CS(=O)(=O)CC3S2)c2cccc(C)c2)c1 (configuration not stated),-3.0,-0.5,2,11
CCCNC(=O)OC[C@H]1O[C@H](CCO/N=C(\C)CCN2CCc3nc(CC)c(CC)cc3C2)C=C[C@@H]1Oc1ccc(OC)cc1,1.4,0.1,.,9
CCOC(=O)C1=C(C)N=c2s/c(=C\c3ccc(-c4cccc([N+](=O)[O-])c4)o3)c(=O)n2C1c1ccccc1OC (configuration not stated),-1.7,0.3,3,10
O=C(O)/C(=C/c1ccc([N+](=O)[O-])cc1)NC(=O)c1ccco1,-1.0,-0.1,-6,-3
Cc1nn(C)c(C)c1S(=O)(=O)N1CCN(c2ccc(Cl)cc2)CC1,0.5,0.8,-6,15
O=C(O)c1ccc(Oc2ccc(N3C(=O)c4ccc(Oc5ccc([N+](=O)[O-])cc5)cc4C3=O)cc2)cc1,0.7,-0.1,-5,1
O=C1CN(C(=O)/C=C/c2ccc(Br)cc2)CCN1,-0.6,0.0,-17,5
CCCCCOc1ccc(NC(=O)C(=O)NCc2ccc3c(c2)OCO3)cc1,-0.3,0.0,0,-1
O=C(Nc1nccs1)c1nc(-c2ccccc2)n(-c2ccccc2)n1,-1.0,0.0,-5,11
N#Cc1ccc(Cl)cc1NC(=O)COC(=O)c1cccc(S(=O)(=O)N2CCCC2)c1,0.3,0.1,3,14
O=c1oc2cc(O)c(Cl)cc2c2ccccc12,-1.6,0.0,1,4
O=C(NC12CC3CC(CC(C3)C1)C2)c1cccc(S(=O)(=O)Nc2ccccc2F)c1,-1.0,0.3,-4,14
CCOC(Cn1cnc2c(N)ncnc21)OCC,0.2,0.0,-6,4
COc1ccc(/C(C)=N\NC(=O)c2cc(C(C)C)[nH]n2)cc1OC,0.5,0.0,-31,-4

# Continued:
canonical_smiles,GPR151 ag,FBW7 act,TEAD-YAP block,MITF inh
COc1ccccc1C1C(C(=O)Nc2nc3ccc(Br)cc3s2)=C(C)NC2=C1C(=O)CC(C)(C)C2 (configuration not stated),-0.1,-0.1,6,11
Cn1c(=O)c2c(SC3CCCC3)nc(CC(C)(C)C)nc2n(C)c1=O,-0.2,-0.1,3,2
c1ccc(CN2CCC(Nc3cc(-c4ccccc4)ncn3)CC2)cc1,-2.0,0.0,-1,11
CCOC(=O)CNC(=O)c1cc2cc3cc(OC)ccc3nc2s1,-0.5,-0.1,-28,13
CC1(C(=O)O)NC(c2ccc(O)cc2O)C2C(=O)N(Cc3ccccc3)C(=O)C21 (configuration not stated),-1.2,0.4,-9,23
CC12CCN(C(=O)Nc3ccccc3)C1(C)Nc1ccccc12 (configuration not stated),0.2,-0.1,3,-6
CC1CC(C)CN(C(=O)c2c[nH]c3ccc(S(=O)(=O)N4CC(C)CC(C)C4)cc3c2=O)C1 (configuration not stated),-0.3,-0.1,-10,-11
CCNc1cccc2c1C(=O)N(C)C2=O,0.5,0.2,-6,-5
COc1cccc(N2CCN(CC(=O)Nc3ccccc3C(N)=O)CC2)c1,-5.9,-0.1,91*,-4
COC(=O)C1=C(NC(=S)Nc2ccc(Cl)cc2)N=NC1,-1.0,0.0,-20,-5
Cc1sc(NC(=O)Cc2c(F)cccc2Cl)c(C(N)=O)c1-c1ccccc1,0.1,0.1,-5,-16
COc1ccccc1C(=O)Nc1ccnn1C1CCN(Cc2cccc(C(C)=O)c2)CC1,1.1,-0.1,-7,-3
Cn1c(=O)cc(NCc2ccncc2)n(Cc2ccc(F)cc2F)c1=O,0.5,0.0,0,1
Cn1cc(S(=O)(=O)N2CCC(Cc3ccccc3)CC2)c(=O)n(C)c1=O,-0.5,-0.2,0,0
COc1cc2c(cc1OC)C(c1cc3ccc(C)cc3[nH]c1=O)N(C(C)=O)CC2 (configuration not stated),0.3,0.0,2,9
O=C(CCCCCn1c(=S)[nH]c2cc3c(cc2c1=O)OCO3)NCCCN1CCN(c2cccc(Cl)c2)CC1,-0.1,0.1,18,11
O=C1OCCC1Sc1nnc(-c2cccc(Cl)c2)o1 (configuration not stated),-1.7,0.3,-1,11
Cc1cc(C)n(CC(=O)NCCN2Cc3ccccc3OC(c3ccccc3F)C2)n1 (configuration not stated),-0.2,-0.1,-2,-7
CCCc1nnc(NC(=O)CSc2nnc3c(n2)[nH]c2ccccc23)s1,0.1,0.1,2,5
COc1ccc2c3c(c(=O)oc2c1OCC(N)=O)CCCC3,0.2,0.0,-10,-3
O=C(Cn1nnc2c(cnn2-c2ccc(F)cc2)c1=O)N1CCCC1,0.6,0.1,5,-3
CCc1c(C)nc2c(C)cccc2c1SCCC(=O)O,-0.7,-0.1,-1,17
COc1ccc(C(=O)NC(C)c2cnn(-c3ccccc3C)c2C)cc1 (configuration not stated),0.2,0.0,1,5
COc1ccc(NC(=O)CNC(=O)c2nn(-c3ccc(OC)c(Cl)c3)c(=O)c3ccccc23)c(OC)c1,0.6,0.0,9,6
O=C(N1CCN(c2ccccc2)CC1)C12CC3CC(CC(O)(C3)C1)C2,-1.7,0.1,-7,5
COc1ccc(CCN=C(N)NS(=O)(=O)c2cccs2)cc1OC,0.8,0.1,1,12
c1ccc(CNc2nc(Nc3ccncn3)nc3c2ncn3C2CCCCC2)cc1,0.9,0.0,-30,9
CCOC(=O)c1sc(NC(=S)Nc2cccnc2)cc1C,-2.0,-0.4,-21,0
Cc1noc(C)c1S(=O)(=O)N1CCCC1C(=O)Nc1ccc(F)cc1 (configuration not stated),0.1,-0.1,-5,-3
CCN(Cc1ccccc1)CC(O)COc1ccccc1 (configuration not stated),-0.3,0.6,4,0

# Two compounds from above with just MITF inh:
canonical_smiles,MITF inh
COc1cccc(N2CCN(CC(=O)Nc3ccccc3C(N)=O)CC2)c1,-4
COC(=O)C1=C(NC(=S)Nc2ccc(Cl)cc2)N=NC1,-5

# (continued)
canonical_smiles,GPR151 ag,FBW7 act,TEAD-YAP block,MITF inh
CC(C)C(=O)Nc1ccc(C(=O)c2ccccc2)cc1NC(=O)C(C)C,-1.3,0.2,5,6
c1ccc(-c2ncc(CN3CCCC(N4CCOCC4)C3)s2)cc1 (configuration not stated),3.8,0.2,3,9
Cc1cc(C)c(CN2CCC(C(=O)O)CC2)c(O)c1,-2.9,-0.1,-11,13
NC(=O)N/N=C(\c1ccc(Cl)cc1)c1ccccc1C(=O)O,1.9,-0.1,8,19
O=c1[nH]c2ccc(Cl)cc2c(-c2ccccc2)c1C1=NNC(/C=C/c2ccccc2)C1 (configuration not stated),-0.2,0.0,12,9
COCc1cc(C)nc2sc3c(c12)NC(c1ccccc1[N+](=O)[O-])N(Cc1ccccc1)C3=O (configuration not stated),0.0,0.4,3,23
O=C(NC1CCC(NC(=O)c2cccs2)CC1)c1cccs1 (configuration not stated),1.3,-0.1,-9,4
N#CCc1c(C#N)c(N)nc(N2CCC(C(N)=O)CC2)c1C#N,-2.0,0.0,-12,-4
CCOc1cc(C2NC(=S)NC(C)=C2C(=O)Nc2ccc(Cl)cc2)ccc1O (configuration not stated),1.7,1.1,16,6
COc1ccc(CC(=O)NC2CCS(=O)(=O)C2)cc1 (configuration not stated),2.6,0.0,3,0
Cc1ccc(CNCc2cccs2)cc1,1.6,-0.1,-8,22
CCOC(=O)c1ccc(NC(=S)N2CCN(C(=O)c3ccco3)CC2)cc1,-0.4,0.0,-7,-8
CCc1ccccc1NC(=O)CSc1nc2ccccc2c(=O)n1Cc1ccco1,1.0,-0.2,-2,7
CC(=O)COc1ccc2c3c(c(=O)oc2c1C)CCC3,4.4,-0.3,-39,8
COC(=O)Cc1nnc(Nc2cccc(O)c2)c2ccccc12,0.0,-0.4,-2,0
CN(C)c1ccc(C(CNC(=O)c2c(F)cccc2F)N2CCOCC2)cc1 (configuration not stated),1.0,-0.2,-26,-9
Cc1ccc(S(=O)(=O)NCC(=O)N(CC(=O)NC(C)(C)C)CC2CCCO2)cc1 (configuration not stated),-1.5,0.0,-4,12
CCN(CCCNC(=O)C1CCC(=O)N1C1CCCC1)c1ccccc1 (configuration not stated),-0.3,-0.3,-7,-4
CCN1CCN(CCCNC(=O)c2ccc3c(Cl)c4c(nc3c2)CCC4)CC1,-0.9,0.0,4,0
Cc1cccc(Nc2nc(C(=O)NC3CC3)cs2)n1,1.1,-0.1,-45,-9
COc1ccc(N2C(=O)CN(Cc3cnn(C)c3C)CC23CCCC3)cc1,-0.9,-0.1,1,-4
N#C/C(=C\c1c[nH]c2ccccc12)C(=O)c1ccc(O)c(O)c1,-1.0,-0.1,-6,0
COc1ccc2c(C)nc(N3CCC(NCc4ccco4)CC3)nc2c1,-1.5,0.8,-3,24
O=C(O)c1ccc(NC2=C(n3nnc4ccccc43)C(=O)c3ccccc3C2=O)cc1,0.9,-0.1,2,-3
Cc1ccc(-n2cc(C(=O)N3CCN(c4ccccc4)CC3)c3ccccc3c2=O)cc1C,-1.0,0.5,13,1
O=C(CSc1nc2ccccc2n1S(=O)(=O)c1ccc(Cl)cc1)Nc1ccc(OC(F)(F)F)cc1,-0.5,0.0,-3,2
Cc1no[n+]([O-])c1COc1ccc(/C=C2\NC(=S)NC2=O)cc1,-0.7,0.1,27,12
Cc1ccccc1N(CC(=O)N1CCN(c2ccccc2F)CC1)S(C)(=O)=O,-0.6,0.1,1,1
CN(C)c1nc(SCCOC(=O)COc2ccc(Cl)cc2Cl)nc(N(C)C)n1,-0.2,-0.2,11,8
CCNC(=O)/C(=C\c1ccc2c(c1)OCO2)NC(=O)c1ccccc1Cl,4.5,0.0,8,4
NC(=O)N/N=C/c1ccc(C2C=CCC2)s1 (configuration not stated),1.1,0.2,-3,8
CCc1ccc(-c2nc(CS(=O)CC(=O)NC3CCCCC3)c(C)o2)cc1 (configuration not stated),0.6,1.0,-11,4

# Gathered by group, the entries above containing fluorine.
canonical_smiles,GPR151 ag,FBW7 act,TEAD-YAP block,MITF inh
CSc1nc(O)c(Cc2ccc(F)cc2)c(=O)[nH]1,-0.4,-0.3,-7,-14
O=C(NC12CC3CC(CC(C3)C1)C2)c1cccc(S(=O)(=O)Nc2ccccc2F)c1,-1.0,0.3,-4,14
Cc1sc(NC(=O)Cc2c(F)cccc2Cl)c(C(N)=O)c1-c1ccccc1,0.1,0.1,-5,-16
Cn1c(=O)cc(NCc2ccncc2)n(Cc2ccc(F)cc2F)c1=O,0.5,0.0,0,1
Cc1cc(C)n(CC(=O)NCCN2Cc3ccccc3OC(c3ccccc3F)C2)n1 (configuration not stated),-0.2,-0.1,-2,-7
O=C(Cn1nnc2c(cnn2-c2ccc(F)cc2)c1=O)N1CCCC1,0.6,0.1,5,-3
Cc1noc(C)c1S(=O)(=O)N1CCCC1C(=O)Nc1ccc(F)cc1 (configuration not stated),0.1,-0.1,-5,-3
CN(C)c1ccc(C(CNC(=O)c2c(F)cccc2F)N2CCOCC2)cc1 (configuration not stated),1.0,-0.2,-26,-9
O=C(CSc1nc2ccccc2n1S(=O)(=O)c1ccc(Cl)cc1)Nc1ccc(OC(F)(F)F)cc1,-0.5,0.0,-3,2
Cc1ccccc1N(CC(=O)N1CCN(c2ccccc2F)CC1)S(C)(=O)=O,-0.6,0.1,1,1

# Source: PubChem BioAssay
